WT yeast gro inh – growth inhibition of WT yeast, mitochondrial fusion screen; mitochondrial fusion phenotypic screen, WT strain; inhibition, % at 10 µM; hit rate 2.1% among 190,000; in the data active means inhibition above about 58%; tested in S. cerevisiae
Lipid droplet – modulators of hepatic lipid droplet formation. hit rate 0.4% among 240,000. inhibition, % at 6.5 µM. AID 1656. AML12 mouse hepatocytes, oleate lipid droplets, BODIPY imaging;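 active means lipid droplet intensity inhibited by at least 50%, with more than 500 cells counted; inconclusive means wells with under 300 cells, treated as cytotoxic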
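Assay system: AML12 hepatocytes (mouse); Probe or stimulus: oleic acid at 100 µM to induce lipid droplet formation; Dosing: compound at 6.5 µM only; Schedule: compound with oleate, overnight; Detection: fluorescence imaging, 20x objective, two fields per well; Measure: % inhibition of lipid droplet signal.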
Yfh1-depleted yeast – mitochondrial function rescue without frataxin homolog – Friedreich's ataxia, plus single-dose screen, dose response (AID 1465); S. cerevisiae Yfh1-off respiration, WST-1 reduction, 72 h; higher fold induction means a stronger effect; fold induction at 50 µM; hits with a dose series show EC50 in µM; hit rate 0.074% among 220,000;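 active means fold induction of absorbance versus untreated yeast above a set limit, then at least 30% activation at any dose in follow-up; inconclusive means repeats straddling the limit, or above it without dose testing; inactive means fold induction below the set limit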;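 further: activators that raise dye reduction in frataxin-depleted yeast; strong numbers were not always called active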
Ins promoter up – MIN6 insulin promoter up-regulation; MIN6 insulin promoter-GFP reporter, high-content imaging; hits give high values; z-score at 5 µM; hit rate 0.3% among 190,000; AID 1625;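 active means z-score above 3 at 5 µM with at least 500 cells counted in the well; inconclusive means wells under 500 cells, flagged as cytotoxic or low count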
MT stabilizer – stabilizes microtubules in HeLa cells. HeLa tubulin immunostaining HCS, 24 h; share of cells brighter than vehicle mean+2SD. % tubulin-high responders, % at 10 µM. hit rate 0.83% among 200,000;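 active means plate Z-score above 3 for both tubulin-high and condensed-nucleus cell shares, with cell loss under 80%, at 10 µM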;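 further: anti alpha tubulin signal scored within the nucleus-defined area of each cell; some results filed as inactive read as strong as hits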
NOD2 inhibition – NOD2 signaling inhibitors, cell-based, luminescence, uHTS, HEK293 (AID 1566). HEK293 NOD2/NF-kB luciferase reporter, luminescence; higher % means a stronger effect. inhibition, % at 4 µM, or EC50 in µM where a hit was titrated. hit rate 0.63% among 290,000; in the data active means inhibition above about 50%; further: many of its hits are not listed in these tables
Autophagy mod – alters autophagy in cells; MEF GFP-LC3 puncta imaging; test concentration mostly 10 µM; calls only at 10 µM (by protocol); hit rate 0.98% among 190,000;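 active means percentage of spot-positive cells more than 3 SD above its plate mean, without a fluorescence outlier flag or 80% toxicity; inconclusive means no clear call, values can overlap the other calls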;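 further: spot-positive cell cutoff set from DMSO-treated cells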
bCat nuc transl – modulators of beta-catenin nuclear translocation; AID 1665; hit rate 0.3% among 190,000; nuclear translocation activity, % at 5 µM; HeLa beta-catenin nuclear translocation, immunofluorescence imaging;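 active means nuclear translocation activity above 50% at 5 µM, with a well cell count of 50 or more; inconclusive means wells under 50 cells across six images, flagged as toxic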;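 further: per-cell ratio of nuclear to cytoplasmic median beta-catenin stain intensity; plate controls were DMSO negative control for no effect and GSK-3 inhibitor IX positive control for full effect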
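Assay system: human HeLa cells, native beta-catenin; doses: 5 µM primary, 0.02–20 µM confirmation; incubation: compound treatment 24 h, 37°C, 5% CO2; technique: fluorescence imaging of beta-catenin antibody stain plus DAPI; measure: % activation, nuclear-to-cytoplasmic median beta-catenin signal ratio per cell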
Dynein cargo inh – dynein cargo transport inhibition; 3617.4 mouse cells, GR-EGFP nuclear translocation imaging; test concentration mostly 20 µM; stimulated with dexamethasone, 1 µM; hits give low values; z-score, hits read low; hit rate 0.47% among 220,000;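 active means plate z-score of nuclear minus cytoplasmic receptor signal below a set negative limit, without overly bright fluorescence or cell loss, cut at about -3.5 in these data, passing the limit was not always enough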;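 further: z-score of nuclear minus cytoplasmic ring GR-EGFP intensity difference per well; some compounds called inactive have numbers as strong as hits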
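Buffer or medium – tet-free medium with charcoal-stripped serum · Signal – automated 10x imaging of fixed Hoechst-stained cells · Also added – dexamethasone agonist, 1.0 µM final, for 30 min · Incubation – induction 48 h, compound 1 h, agonist 30 min · Read-out – GR-EGFP nuclear translocation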
WT yeast gro inh mutant strain – second read-out of WT yeast gro inh, no call of its own (marks repeat the call); inhibition, %; mitochondrial fusion phenotypic screen, mutant strain inhibition
Dynein cargo inh cytoplasmic EGFP – further read-out of Dynein cargo inh, marked with its call; z-score; measured here: cytoplasmic GR-EGFP intensity; hits give high values
Dynein cargo inh nuclear GR-EGFP – recorded beside Dynein cargo inh, whose call it bears; z-score; measured here: nuclear GR-EGFP intensity;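 lower value marks the stronger effect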
Dynein cargo inh cell count – recorded beside Dynein cargo inh, whose call it bears; z-score; measured here: cell count per field
Ins promoter up cell count – recorded beside Ins promoter up, whose call it bears; cell count; measured here: cytotoxicity, nuclei count;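 total cells summed across four imaged fields per well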
Lipid droplet cells 6.5 µM – also measured in Lipid droplet; calls as there; cell count; measured here: cell count, cytotoxicity flag;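 cells counted across two imaged fields per well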
bCat nuc transl cell count 5 µM – further read-out of bCat nuc transl, marked with its call; cell count; measured here: cell count, cytotoxicity flag
MT stabilizer Hoechst-high % – second read-out of MT stabilizer, no call of its own (marks repeat the call); % Hoechst-high responders; measured here: nuclear condensation Hoechst responders;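 share of cells brighter than vehicle mean plus two SD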
MT stabilizer cytotoxicity % – further read-out of MT stabilizer, marked with its call; toxicity, %; measured here: cytotoxicity by cell density;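 0% = mean cell density of plate MIN control wells and 100% = no cells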
Autophagy mod cell loss 18 h – second read-out of Autophagy mod, no call of its own (marks repeat the call); toxicity, %; measured here: cell loss, nuclei count;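 cell loss after 18 h compound exposure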
* marks the source's active call; other numbers are inactive results; i = inactive; u = inconclusive; x = not tested or not shown. This is a subset; the hit share may differ from the screen's.

Every second line gives: WT yeast gro inh	WT yeast gro inh mutant strain	Lipid droplet	Lipid droplet cells 6.5 µM	Yfh1-depleted yeast	Ins promoter up	Ins promoter up cell count	MT stabilizer	MT stabilizer Hoechst-high %	MT stabilizer cytotoxicity %	NOD2 inhibition	Autophagy mod	Autophagy mod cell loss 18 h	bCat nuc transl	bCat nuc transl cell count 5 µM	Dynein cargo inh	Dynein cargo inh cytoplasmic EGFP	Dynein cargo inh nuclear GR-EGFP	Dynein cargo inh cell count
CCc1ccccc1OCC(=O)OCC(=O)c1c(N)n(C)c(=O)n(C)c1=O
→ -2	-8	-2	713	i	-0.17	1350	2.9	1.9	7.3	4%	i	9	0.5	1087	0.78	-0.27	0.57	-0.85
CCOc1ccc(N2CC(=O)SC2=S)cc1
→ 14	19	x	x	i	0.07	1149	3.1	1.9	7.3	20%	i	19	0.2	830	-0.89	-0.24	-0.53	0.76
CC1CCCN(CC(O)COCc2ccc3c(c2)OCO3)C1 (stereo not drawn)
→ -7	9	12	721	i	-0.21	1367	3.4	1.0	8.7	-2%	i	-2	-0.1	988	-0.062	-0.3	0.12	0.47
CCC(=O)N1CCc2cc(S(=O)(=O)N3CCc4ccccc4C3)ccc21
→ -19	-5	0	750	i	-0.61	979	1.4	1.0	7.2	10%	i	-2	x	x	-0.79	0.045	-0.1	0.47
CN(C)S(=O)(=O)c1cccc(C(=O)Nc2ccccc2Cl)c1
→ -9	8	8	777	i	-0.8	832	0.1	1.5	23	13%	i	-9	-5.2	1161	0.059	-0.2	0.008	0.092
CC1CN(C(=O)COC(=O)c2ccc(Cl)nc2)CC(C)O1 (stereo not drawn)
→ -14	2	-20	640	i	-0.15	1212	3.4	1.9	6.7	-1%	i	8	-4.9	1062	-0.26	-0.33	0.15	0.45
Nc1ccccc1SCc1cn2cccnc2n1
→ 6	-4	-23	674	i	1.4	1870	2.8	3.7	1.6	-7%	i	4	-0.1	1051	0.88	-0.17	0.73	-0.64
Nc1nc(N2CCCCC2)nc(N2CCCCC2)n1
→ 12	21	0	707	i	0.15	900	2.5	2.5	9.1	16%	i	-33	-1.7	1004	-0.87	-0.25	-0.68	0.38
Cc1c(C(=O)Nc2ccccc2)cn2c(nc3ccccc32)c1C#N
→ 7	-12	-2	659	i	0.26	1374	4.3	1.7	10	8%	i	-3	-1.0	988	-1.1	-0.25	-0.42	1.8
O=C(Oc1ccccc1C(=O)N1CCOCC1)c1cccc(Br)c1
→ 5	6	x	x	i	0.23	1372	1.2	1.9	13	2%	i	-10	-1.0	1118	-0.66	-0.072	-0.24	0.47
O=C(NC(O)C(=O)c1ccccc1)c1cccs1 (stereo not drawn)
→ 1	6	x	x	i	0.43	976	2.0	3.1	3.9	10%	i	-9	-3.7	1136	-0.83	-0.2	-0.42	0.42
CS(=O)(=O)N(CC(=O)N1CCN(c2ccccc2)CC1)C1CCCCC1
→ 12	9	-10	729	i	0.32	1289	1.9	2.4	12	-1%	i	-1	x	x	1.1	-0.28	1.1	-0.41
CNC1(c2nnnn2-c2ccccc2C)CCOC(C)(C)C1 (stereo not drawn)
→ x	x	8	770	i	0.1	1019	x	x	x	12%	x	x	0.2	1262	-0.58	-0.26	-0.22	0.75
COc1cc2c(cc1OC)CN(C(=O)CSc1n[nH]c(N)n1)CC2
→ 10	2	8	702	i	-0.25	1342	4.6	1.8	7.4	9%	i	-1	x	x	-0.006	-0.16	-0.18	0.78
Nc1cc(S(=O)(=O)N2CCCCC2)ccc1Oc1ccccc1
→ -12	3	15	658	i	-0.15	1202	2.4	3.2	8.9	10%	i	2	-0.6	1096	0.4	-0.35	0.88	-0.79
CCOC(=O)c1c(-c2ccc(C)cc2C)csc1NC(=O)CSc1nnnn1C
→ 48	26	x	x	i	-0.48	1086	5.4	5.0	3.4	-19%	i	22	0.2	1162	0.6	-0.19	0.65	-0.059
Cc1nc(N2CCC(C)CC2)c2c(C)c(C(=O)Nc3ccc(C)c(F)c3)sc2n1
→ 17	13	6	699	i	-1.9	1116	5.0	4.1	2.9	26%	i	-1	0.2	1085	-1	-0.34	-0.16	0.45
COc1ccc(C2SCC(C(=O)O)N2C(C)=O)cc1 (stereo not drawn)
→ -7	6	-6	718	i	-0.81	839	1.6	1.1	3.6	13%	i	-9	0.3	1092	1.1	0.24	1.4	-2.5
O=C(COC(=O)CCCOc1ccc(Cl)cc1Cl)NCc1ccc(F)cc1
→ 42	8	-6	651	i	x	x	5.0	2.6	4.2	-3%	i	3	1.2	1067	0.82	-0.19	0.36	-0.69
O=c1c2ccccc2c(-c2ccccc2)nn1-c1ccccc1
→ x	x	-19	643	i	0.17	1064	x	x	x	8%	x	x	1.8	1298	-0.7	0.0016	-0.69	0.021
c1ccc2c(c1)OCC(c1csc3ncnc(N4CCCCC4)c13)O2 (stereo not drawn)
→ 36	-1	-10	708	i	-0.91	810	2.3	1.4	4.5	26%	i	0	-5.2	1072	-0.84	-0.25	-0.49	1.1
O=C1CC(=O)N(CCNc2ncc(C(F)(F)F)cc2Cl)C(=O)N1
→ 15	11	x	x	i	2	1510	1.5	1.1	9.9	10%	i	-6	-0.3	1389	0.019	-0.3	0.22	-0.52
NNC(=O)c1ccc(COCC(F)(F)F)cc1
→ x	x	4	722	i	-0.03	1356	x	x	x	3%	x	x	-4.2	1159	0.39	-0.24	0.26	-0.26
O=C(NC(=S)Nc1cc(S(=O)(=O)N2CCOCC2)ccc1N1CCOCC1)C1CCCC1
→ 2	6	0	712	i	0.31	1244	2.6	1.8	6.1	2%	i	5	-1.8	1096	-0.11	-0.29	-0.15	0.47
N#Cc1ncc(-c2ccc3c(c2)OCCOCCOCCOCCOCCO3)nc1C#N
→ -3	-10	-14	483	i	0.5	1075	2.4	3.5	5.7	21%	i	15	0.6	483	-0.36	0.3	-0.22	0.88
COC(=O)c1c(N2C(=O)[C@H]3[C@@H](C2=O)[C@]2(C(=O)Nc4ccccc42)N2CCC[C@@H]32)sc(C)c1C
→ 4	-2	14	721	i	x	x	2.0	1.5	8.5	19%	i	8	-1.7	1039	0.34	-0.048	0.24	0.24
COc1cc(/C=N/NC(=O)c2[nH]nc3c2CCc2ccccc2-3)ccc1O
→ 17	15	1	664	i	-0.06	1116	24*	37*	32*	-15%	i	9	34	167	0.75	-0.21	0.48	-0.25
CCCOc1ccc(C(=O)C(CCC(CNCC)C(=O)c2ccc(OCCC)cc2)CNCC)cc1 (stereo not drawn)
→ 73*	36*	-94	430	i	u	x	60	52	97	6%	i	-36	u	x	-2.3	1.6	-0.79	-0.51
O=C1c2ccccc2C(=O)N1CCCCSc1nc2ccccc2o1
→ -2	24	-13	787	i	x	x	2.8	2.3	4.5	13%	i	4	-11	1017	0.3	-0.26	-0.026	0.27
CCOCCCNC(=O)CN1CCN(Cc2ccccc2C)C1=O
→ 9	3	20	692	i	-0.52	1876	2.4	2.3	8.0	8%	x	x	-2.9	1150	0.92	0.15	0.79	-0.099
COc1cc2cc(Oc3ccc4ccc(=O)oc4c3)c(=O)oc2cc1OC(=O)/C=C/c1ccccc1
→ x	x	6	684	i	x	x	x	x	x	12%	x	x	-0.6	1144	-0.36	-0.69	-0.25	-0.11
COC(=O)c1ccc(COc2ccccc2/C=N/NC(N)=O)o1
→ x	x	7	697	i	x	x	x	x	x	-11%	x	x	0.1	1273	2	-0.22	1.7	-1.9
COc1cccc(C(C(=O)NCc2ccco2)N(Cc2ccco2)C(=O)Cn2nnc3ccccc32)c1 (stereo not drawn)
→ -3	-3	9	756	x	0.33	977	4.6	2.1	8.7	5%	i	14	0.2	1106	-0.0059	-0.23	-0.07	0.88
CC(C)COC(=O)c1ccccc1OC(=O)c1ccncc1
→ 3	-11	-11	710	i	0.25	1330	1.9	2.4	4.0	19%	i	-11	3.0	1019	-0.84	-0.22	-0.6	0.24
CC(C)(O)C#Cc1ccc(C(=O)N2CCN(c3ccc(Cl)cc3)CC2)cc1
→ 27	9	-5	742	x	x	x	3.6	2.5	4.6	14%	i	-8	0.7	569	-1.1	0.22	-0.44	-2.2

Ordered by count of non-hydrogen atoms (low to high): some entries from above.
Every second line gives: WT yeast gro inh	WT yeast gro inh mutant strain	Lipid droplet	Lipid droplet cells 6.5 µM	Yfh1-depleted yeast	Ins promoter up	Ins promoter up cell count	MT stabilizer	MT stabilizer Hoechst-high %	MT stabilizer cytotoxicity %	NOD2 inhibition	Autophagy mod	Autophagy mod cell loss 18 h	bCat nuc transl	bCat nuc transl cell count 5 µM	Dynein cargo inh	Dynein cargo inh cytoplasmic EGFP	Dynein cargo inh nuclear GR-EGFP	Dynein cargo inh cell count
CCC(=O)N1CCc2cc(S(=O)(=O)N3CCc4ccccc4C3)ccc21
→ -19	-5	0	750	i	-0.61	979	1.4	1.0	7.2	10%	i	-2	x	x	-0.79	0.045	-0.1	0.47
COc1cc(/C=N/NC(=O)c2[nH]nc3c2CCc2ccccc2-3)ccc1O
→ 17	15	1	664	i	-0.06	1116	24*	37*	32*	-15%	i	9	34	167	0.75	-0.21	0.48	-0.25
CCOC(=O)c1c(-c2ccc(C)cc2C)csc1NC(=O)CSc1nnnn1C
→ 48	26	x	x	i	-0.48	1086	5.4	5.0	3.4	-19%	i	22	0.2	1162	0.6	-0.19	0.65	-0.059

High-throughput results (PubChem)
